Screening results from PubChem BioAssay.
H1N1 NS1A inhibition = NS1A inhibition, H1N1 influenza, cell based functional assay (AID 504329). NS1A functional cell-based assay, percent inhibition; higher % means a stronger effect. one-dose inhibition, % at 12.5 µM; IC50 in µM for titrated hits. 340,000 tested, 0.3% active; in the data active = a potency from the dose series; inconclusive = inhibition above about 27% without an active follow-up result; note: strong numbers were not always called active
H37Rv inhibition = M. tuberculosis growth inhibition, HTS (AID 449762) | M. tuberculosis H37Rv growth inhibition, 7H9 media; higher % means a stronger effect | one-dose inhibition, % at 25 µM; IC50 in µM for titrated hits | 330,000 tested, 0.59% active; in the data active = a potency from the dose series; inconclusive = inhibition above about 70% without an active follow-up result;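 note: bacterial growth assessed after seven days of incubation; strong numbers were not always called active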
M. tuberculosis = growth inhibition of non-replicating M. tuberculosis (AID 488890) | 320,000 tested, 0.39% active | inhibition, % at 25 µM; hits with a dose series show IC50 in µM | Mycobacterium tuberculosis non-replicating, growth inhibition; higher % means a stronger effect; in the data active = a potency from the dose series; inconclusive = inhibition mostly from about 82% at the one dose, without a potency; inactive = the rest, 99 in 100 with inhibition below about 76%;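 note: plate controls were DMSO cells for no effect and high antibiotic wells for full effect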
PhoP GFP inhibition = PhoP regulon inhibitors, Salmonella typhi PhoP promoter GFP reporter, confirmatory (AID 1850) | Salmonella Typhi PhoP-promoter GFP reporter, fluorescence, 4 h; higher % means a stronger effect | inhibition, % at 50 µM, or IC50 in µM where a hit was titrated | 310,000 tested, 0.33% active; in the data active = a potency from the dose series; inconclusive = inhibition mostly from about 25% at the one dose, without a potency; inactive = the rest, 99 in 100 with inhibition below about 19%;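 note: 0% = induced wells with vehicle and 100% = uninduced wells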
VEEV TC-83 Vero = inhibitors of VEEV TC-83 cytopathic effect, confirmation, Vero cells (AID 588727); Vero cells, VEEV TC-83 cytopathic effect inhibition; higher % means a stronger effect; one-dose inhibition, % at 20 µM; IC50 in µM for titrated hits; 350,000 tested, 0.13% active; in the data active = a potency from the dose series; inconclusive = inhibition mostly from about 14% at the one dose, without a potency; inactive = the rest, 99 in 100 with inhibition below about 12%; note: strong numbers were not always called active
VEEV TC-83 Vero 10K pilot screen = also measured in VEEV TC-83 Vero; calls as there; inhibition, %; measured here: 10K pilot screen inhibition
Numbers without * were called inactive; i = inactive; ? = inconclusive; / = no result given. Hits appear at their usual frequency; about 1.5% have a hit in one of these screens.

SMILES	H1N1 NS1A inhibition	H37Rv inhibition	M. tuberculosis	PhoP GFP inhibition	VEEV TC-83 Vero	others
Nc1ncnc2c1ncn2C1CCCC(CO)O1 (stereo not given)	-28%	/	/	/	8.0%
COc1cc2nc(CN3C(=O)c4ccccc4C3=O)oc(=O)c2cc1OC	-4%	7%	11%	-2%	i
COc1ccc(NS(=O)(=O)c2ccc(NC(C)=O)cc2)cc1OC	-16%	-8%	14%	-2%	i
Cc1ccccc1OCC(=O)OCC(=O)NCc1cccs1	-10%	-3%	10%	4%	0.8%
O=C(Nc1ccccc1)c1nccn1Cc1ccc(F)cc1	-15%	1%	5%	-5%	0.2%
CN(C)Cc1c(C(=O)N/N=C/c2cccc(OCc3ccccc3)c2)nnn1-c1nonc1N	8%	7%	-3%	0%	i
CCN1CCN(C(=O)c2cc(COc3ccc(C(C)=O)cc3OC)on2)CC1	-2%	2%	3%	9%	4.1%
Cc1ccc(Nc2c(-c3ccccn3)nc3cccc(C)n23)cc1	-2%	?	?	7%	1.1%
Cc1cccc(-c2noc(Cc3ccccc3)n2)c1	-3%	-4%	59%	-6%	1.6%
COc1cc(/C=C2\SC(=S)N(NS(=O)(=O)c3ccc(C)cc3)C2=O)cc(OC)c1OC	-9%	6%	0%	18%	2.1%
O=C(Nc1cccc(Cl)c1)Nc1nnc(CC2=CCCCC2)s1	-3%	8%	6%	-6%	i
COc1ccccc1CNS(=O)(=O)c1cc2c3c(c1)CCC(=O)N3CCC2	1%	-4%	12%	-6%	6.8%
CCNC(=O)CP(=O)(c1ccccc1)c1ccccc1	-11%	-6%	-6%	-7%	i
O=C(CSc1n[nH]c(-c2ccco2)n1)Nc1ccc(F)cc1	7%	-1%	19%	17%	1.0%
NS(=O)(=O)c1cccc(NC(=O)COC(=O)/C=C/c2ccco2)c1	11%	2%	5%	-1%	i
O=C(CSc1ccc(-c2ccc(F)cc2)nn1)NCC1CCCO1 (stereo not given)	6%	6%	44%	18%	i
CC(C)NC(=O)N(C)C[C@H]1Oc2ccc(NC(=O)Nc3ccccc3)cc2C(=O)N([C@@H](C)CO)C[C@@H]1C	7%	5%	8%	/	0.2%
CCc1ccccc1NC(=O)c1ccc([N+](=O)[O-])s1	-3%	25%	?	-6%	1.5%
COc1ccc(-c2noc(-c3ccccc3-c3ccccc3)n2)cc1	-1%	-1%	0%	15%	i
CCOc1ccc(/C=N/OCC(=O)Nc2ccc3c(c2)OCO3)cc1	4%	?	5.1µM*	6%	0.9%
CN(c1ccccc1)S(=O)(=O)c1ccc(NC(=O)c2ccco2)cc1	-6%	3%	1%	11%	9.1%
Cc1sc2ncnc(N3CCC(C(=O)Nc4nc5ccc(Cl)cc5s4)CC3)c2c1C	-4%	?	18%	6%	1.9%
CC1(O)C(=O)c2ccccc2N(c2ccccc2)C1=O (stereo not given)	24%	-3%	-6%	-9%	0.3%
O=C(C1CCN(S(=O)(=O)c2cnc[nH]2)CC1)N1CCN(c2ccc([N+](=O)[O-])cc2)CC1	-3%	0%	12%	8%	1.9%
CCc1cccc(C)c1NC(=S)N(Cc1cccnc1)Cc1ccco1	1%	-3%	22%	1%	i
N/C(=N\OC(=O)COc1ccc(Cl)cc1Cl)c1cccnc1	-12%	-3%	52%	-1%	1.1%
O=C(c1ccc(Cl)cc1)c1ccc(OCC(O)CN2CCCCC2)cc1 (stereo not given)	0%	5%	21%	-14%	0.2%	VEEV TC-83 Vero 10K pilot screen=1.1
CCn1c(CNC(=O)c2cc(OC)c(OC)c(OC)c2)cc2cc(C)ccc21	1%	5%	0%	2%	i
CC12CCC(=O)C=C1C(F)CC1C2C(O)CC2(C)C1CCC2(O)C(=O)CO (stereo not given)	-3%	/	/	/	0.4%
Cc1ccccc1NC(=O)CSc1ccc(-c2ccco2)nn1	3%	-9%	21%	-17%	0.4%	VEEV TC-83 Vero 10K pilot screen=1.1
CCOc1ccc(C(=O)NN2C(=O)C3C4C=CC(O4)C3C2=O)cc1 (stereo not given)	-14%	-5%	-3%	3%	0.6%
Cc1ccc(Cc2c(C)nc3nc(SCC(=O)NCCCN4CCCC4)nn3c2C)cc1	10%	-1%	47%	-2%	0.9%
CCOc1ccc(NC(=O)c2cnc3scc(C)n3c2=O)cc1	8%	8%	/	19%	2.0%
CCCNC(=O)CSc1nc2ccc(OCC)cc2s1	-6%	-7%	79%	-6%	i
CCOC(=O)/C(=N\Nc1cccc(C(F)(F)F)c1)N(CCOC)CCOC	-3%	?	0%	2%	i
COc1ccc(C(=O)CCC(=O)O)c(C)c1	-5%	-11%	2%	0%	2.4%
O=S(=O)(Nc1ccc2c(c1)nc1n2CCN(Cc2ccccc2)C1)c1ccc(Cl)cc1	5%	-14%	11%	8%	i
CCC(CC)c1nnc(NC(=O)C2CC(=O)N(CCc3ccc(OC)c(OC)c3)C2)s1 (stereo not given)	0%	-1%	16%	12%	2.2%
O=C(/C=C/c1ccccc1)C1=C(O)C(=O)N(CCO)C1c1cccc([N+](=O)[O-])c1 (stereo not given)	/	-3%	-4%	4%	1.5%
CCOC(=O)c1csc(NC(=O)Nc2cccc(Cl)c2)n1	1%	3%	15%	-9%	2.6%
CC(CN1CCCCC1)C(=O)NN (stereo not given)	-2%	-6%	-10%	7%	2.1%
CCNC(=O)/C(C#N)=C/c1c(N2CCCCCC2)nc2c(C)cccn2c1=O	-2%	1%	15%	-10%	6.3%
Cc1ccc(NC(=O)/C(C#N)=C/c2ccsc2)c(C)c1	-3%	-10%	-2%	0%	0.7%
N#Cc1ccc(NC(=O)COc2ccc(-n3cnnn3)cc2)cc1	-6%	4%	-10%	/	0.5%
COc1ccc(OC)c(C2=Nn3c(nnc3-c3ccco3)SC2)c1	-4%	-6%	8%	3%	2.6%

Quoted at random: 2 records from the list
SMILES	H1N1 NS1A inhibition	H37Rv inhibition	M. tuberculosis	PhoP GFP inhibition	VEEV TC-83 Vero	others
CCNC(=O)/C(C#N)=C/c1c(N2CCCCCC2)nc2c(C)cccn2c1=O	-2%	1%	15%	-10%	6.3%
CCOC(=O)c1csc(NC(=O)Nc2cccc(Cl)c2)n1	1%	3%	15%	-9%	2.6%

The listing continues:
SMILES	H1N1 NS1A inhibition	H37Rv inhibition	M. tuberculosis	PhoP GFP inhibition	VEEV TC-83 Vero	others
CCN1CN=C(NS(=O)(=O)c2ccc(C)cc2)NC1	3%	1%	-18%	5%	0.4%
CCOCC(=O)Nc1ccc(C)c(Cl)c1	14%	?	5.6µM*	-6%	0.7%
c1ccc2c(c1)Nc1cc3ccccc3cc1O2	4%	/	/	/	2.6%
Cn1cccc1C(=O)OCc1csc(-c2ccccc2)n1	16%	5%	27%	11%	3.8%
CC(=O)Nc1ccc(N/C=C/C(=O)c2ccc(C)cc2)cc1	-17%	8%	21%	3%	0.6%
CCOC(=O)C1=C2SCCN2C(=O)C(C#N)C1(C)C (stereo not given)	-7%	-4%	-8%	-7%	i
COc1ccc(N2CCN(C(c3ccc4ncccc4c3)c3nnnn3C(C)(C)C)CC2)cc1 (stereo not given)	13%	10%	25%	4%	1.7%
CC(NC(=O)C12CC3CC(CC(C3)C1)C2)C(=O)NCCN(C)C (stereo not given)	1%	2%	6%	6%	0.1%
CCCCOc1ccc(C(C)NC(=O)C2CCCN(S(=O)(=O)CC)C2)cc1 (stereo not given)	-14%	-3%	9%	-8%	i
CSc1nc(N)c(C(=O)Nc2ccc([N+](=O)[O-])cc2)s1	25%	1%	46%	5%	4.6%
O=C1C2ON(c3ccc(Br)cc3)C(c3cccnc3)C2C(=O)N1C1CCCCC1 (stereo not given)	-1%	19%	-14%	4%	i
CN1CC(=O)N(CC(=O)N2N=C(c3ccc(Cl)cc3)CC2c2ccco2)C1=O (stereo not given)	7%	22%	?	0%	0.2%
COc1ccccc1NS(=O)(=O)c1ccc(N/N=C(\C)C(C)C)c([N+](=O)[O-])c1	-3%	5%	15%	-6%	0.2%
CC(=O)OC1CC[C@]2(C#N)[C@H]3CC[C@]4(C)[C@H](C5C=CC(=O)O5)CCC4(O)C3CCC2(O)C1 (stereo not given in full)	-1%	-6%	-6%	2%	21%
Cn1c(COc2ccccc2)nnc1SCC(=O)Nc1ccc(S(N)(=O)=O)cc1	28%	-1%	1%	-3%	i
CCCCN(C(=S)NC(=O)c1cc(OC)c(OC)c(OC)c1)c1c(N)n(Cc2ccccc2)c(=O)[nH]c1=O	-2%	-10%	-16%	-8%	1.0%
COc1cc([N+](=O)[O-])ccc1NC(=O)NNC(=O)CCc1ccccc1	1%	8%	-8%	2%	7.5%
Cc1cc2ccccc2c(=O)[nH]1	-11%	-8%	-13%	1%	0.6%
O=C(C1CCN(C2CCN(Cc3ccsc3)CC2)CC1)N1CCOCC1	-5%	-5%	-3%	-5%	i
Cc1ccc(S(=O)(=O)N2CC(C(=O)O)Oc3ccccc32)cc1 (stereo not given)	0%	8%	7%	-6%	i
Cc1csc(CN(C)C(=O)CC2C(=O)NCCN2Cc2ccc(Cl)c(F)c2)n1 (stereo not given)	5%	4%	23%	-10%	0.7%
COc1cc(/C=C/C(=O)C2C(=O)C=C(C)OC2=O)cc(OC)c1O (stereo not given)	0%	0%	-2%	-1%	2.9%
CC1CCCN(S(=O)(=O)c2csc(C(N)=O)c2)C1 (stereo not given)	9%	4%	10%	-42%	0.8%
O=C(COc1ccc(S(=O)(=O)N2CCOCC2)cc1Cl)NCc1ccccn1	5%	1%	-5%	7%	i
O=C(C1CCN(S(=O)(=O)c2cccc3cccnc23)CC1)N1CCN(c2ccccc2)CC1	5%	-11%	23%	-9%	8.2%
Cc1cc(=O)[nH]c(SCC(=O)Nc2nc(-c3ccccc3)cs2)n1	-1%	-1%	30%	-1%	2.1%
COc1ccc(NC(=O)CSc2nnc(Cc3ccccc3)o2)c(OC)c1	2%	5%	65%	-7%	0.6%
CC(C)N(c1ccccc1)c1ncnc(NCCC(=O)O)c1[N+](=O)[O-]	13%	0%	5%	-4%	4.3%
CS(=O)(=O)c1ccc2nc(NC(=O)c3ccc(N4C(=O)CCC4=O)cc3)sc2c1	/	3%	-3%	11%	/
CCOC(=O)C1=C(N)Oc2ccc3ccccc3c2C1c1ccc(O)cc1 (stereo not given)	-2%	4%	11%	16%	5.2%
CN1/C(=C\C(=O)c2cccnc2Cl)C(C)(C)c2ccccc21	-1%	3%	30%	4%	i	VEEV TC-83 Vero 10K pilot screen=0.0
Cc1ccc(NC(=O)/C(=C/c2ccco2)c2ccccc2)c(C)c1	2%	12%	41%	5%	5.4%

In the list so far, these contain an aryl thioether with sulfur outside any ring.
SMILES	H1N1 NS1A inhibition	H37Rv inhibition	M. tuberculosis	PhoP GFP inhibition	VEEV TC-83 Vero	others
O=C(CSc1n[nH]c(-c2ccco2)n1)Nc1ccc(F)cc1	7%	-1%	19%	17%	1.0%
O=C(CSc1ccc(-c2ccc(F)cc2)nn1)NCC1CCCO1 (stereo not given)	6%	6%	44%	18%	i
Cc1ccccc1NC(=O)CSc1ccc(-c2ccco2)nn1	3%	-9%	21%	-17%	0.4%	VEEV TC-83 Vero 10K pilot screen=1.1
Cc1ccc(Cc2c(C)nc3nc(SCC(=O)NCCCN4CCCC4)nn3c2C)cc1	10%	-1%	47%	-2%	0.9%
CCCNC(=O)CSc1nc2ccc(OCC)cc2s1	-6%	-7%	79%	-6%	i
CSc1nc(N)c(C(=O)Nc2ccc([N+](=O)[O-])cc2)s1	25%	1%	46%	5%	4.6%
Cn1c(COc2ccccc2)nnc1SCC(=O)Nc1ccc(S(N)(=O)=O)cc1	28%	-1%	1%	-3%	i
Cc1cc(=O)[nH]c(SCC(=O)Nc2nc(-c3ccccc3)cs2)n1	-1%	-1%	30%	-1%	2.1%
COc1ccc(NC(=O)CSc2nnc(Cc3ccccc3)o2)c(OC)c1	2%	5%	65%	-7%	0.6%
